GDH-TPI counter – GDH-TPI coupled enzyme inhibition counter-screen | GDH-TPI coupled enzyme counterscreen, NADH absorbance | inhibition, % at 4.8 µM | actives 1.2% (n = 360,000) | AID 588335;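 also: 0% = DMSO wells and 100% = wells lacking the enzyme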
BioA inh – BioA (M. tuberculosis) enzyme inhibition | purified M. tuberculosis BioA enzyme, plate reader | inhibition, % at 9.99 µM | actives 0.096% (n = 360,000) | AID 602481; in the data active = inhibition above about 40%; inconclusive = no clear call, values can overlap the other calls
BoNT-A LC inh2 – blocks Botulinum neurotoxin A light chain protease | multiplex microsphere protease substrate cleavage, flow cytometry | inhibition, % at 10 µM | actives 0.17% (n = 360,000) | AID 588499; in the data active = inhibition above about 30%; inconclusive = no clear call, values can overlap the other calls; also: plate controls were buffer without enzyme for full effect and enzyme alone for no effect
Mtb FBA inh – Mtb fructose-bisphosphate aldolase inhibition. P9WQA3. purified M. tuberculosis FBA, fluorescence read-out. inhibition, % at 1 µM. actives 2.3% (n = 360,000); in the data active = inhibition above about 27%;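 also: 0% = vehicle and 100% = reference inhibitor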
Target sequence (P9WQA3 whole entry, looked up): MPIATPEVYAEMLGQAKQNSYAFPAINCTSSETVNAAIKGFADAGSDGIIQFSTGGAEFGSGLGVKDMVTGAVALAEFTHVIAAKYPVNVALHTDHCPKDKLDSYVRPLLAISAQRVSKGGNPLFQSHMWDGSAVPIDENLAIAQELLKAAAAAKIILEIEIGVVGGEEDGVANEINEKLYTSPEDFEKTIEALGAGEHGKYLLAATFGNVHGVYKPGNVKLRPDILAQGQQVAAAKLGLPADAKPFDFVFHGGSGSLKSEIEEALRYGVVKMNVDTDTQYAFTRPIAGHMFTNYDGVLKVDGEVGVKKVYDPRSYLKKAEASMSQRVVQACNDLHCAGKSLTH
BoNT-F LC inh – BoNT F light chain protease inhibition. Multiplex microsphere protease cleavage assay, flow cytometry. inhibition, % at 10 µM. actives 0.22% (n = 360,000); in the data active = inhibition above about 35%, passing the limit was not always enough; inconclusive = no clear call, values can overlap the other calls; also: plate controls were buffer without enzyme for full effect and enzyme alone for no effect
CCHFV vOTU inh – CCHFV vOTU protease inhibition; inhibition, % at 11.5 µM; actives 0.55% (n = 370,000); Pep-AMC fluorescence; also: 0% = vehicle wells with enzyme and 100% = no enzyme wells
FadD28 binding – blocks FadD28 binding to the bisubstrate probe; actives 0.22% (n = 360,000); AID 588549; fluorescence polarization; inhibition, % at 12.5 µM; in the data active = inhibition above about 8.5%, passing the limit was not always enough; inconclusive = no clear call, values can overlap the other calls
UGM FP inh – blocks M. tuberculosis UGM enzyme. AID 504406. inhibition, % at 10 µM. purified UGM, fluorescence polarization probe displacement. P9WIQ1. actives 0.06% (n = 320,000); in the data active = inhibition above about 10%, passing the limit was not always enough; inconclusive = no clear call, values can overlap the other calls
Target sequence (P9WIQ1 whole entry, looked up): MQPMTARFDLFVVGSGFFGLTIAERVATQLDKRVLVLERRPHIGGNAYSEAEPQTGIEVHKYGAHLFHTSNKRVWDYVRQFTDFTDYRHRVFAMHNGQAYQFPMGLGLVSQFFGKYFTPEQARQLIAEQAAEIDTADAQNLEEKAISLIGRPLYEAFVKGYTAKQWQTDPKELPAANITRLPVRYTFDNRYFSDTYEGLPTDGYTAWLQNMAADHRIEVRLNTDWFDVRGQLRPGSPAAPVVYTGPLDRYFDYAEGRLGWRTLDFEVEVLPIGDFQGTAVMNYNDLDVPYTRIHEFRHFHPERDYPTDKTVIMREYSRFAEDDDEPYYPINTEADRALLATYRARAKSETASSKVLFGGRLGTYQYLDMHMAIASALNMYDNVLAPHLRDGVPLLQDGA
PrPC surface inh – inhibitors of human cell surface prion protein PrPC. P04156. actives 0.43% (n = 370,000). TR-FRET read-out. inhibition, % at 13.8 µM; in the data active = inhibition above about 24%; also: 0% = median of the test wells and 100% = reference compound wells
* = called active by the depositor; ? = inconclusive; nt = not tested or not shown. Rule as the data show it, unless noted: active = inhibition above about 30%; inactive = the rest. No enrichment for hits (roughly 4.8% active in at least one column).

SMILES	GDH-TPI counter	BioA inh	BoNT-A LC inh2	Mtb FBA inh	BoNT-F LC inh	CCHFV vOTU inh	FadD28 binding	UGM FP inh	PrPC surface inh
Cc1ccc(CNC(=O)CCc2cn(C)c3ccccc23)cc1	-10	-0.6	3.0	4	14	10	-0.6	-1.2	4
Cc1cc2nc(C)n(CCCNC(=O)Nc3ccccc3)c2cc1C	1	7.3	0.5	3	-10	0	-1.0	1.8	-6
C=CCNC(=O)C1CC(=O)N(c2ccc(OCC(=O)Nc3c(C)cccc3C)cc2)C1 (stereo not drawn)	-9	-0.7	-1.4	-3	-3	13	-3.3	-1.0	3
COc1cc(C(=O)Oc2ccc(C(=S)N3CCOCC3)cc2)cc(OC)c1OC	7	-2.3	-2.0	0	-4	5	-0.3	-0.1	6
CCn1c(SCC(N)=O)nnc1-c1ccc2[nH]c(C)c(C)c2c1	-3	1.9	0.1	0	2	-5	-0.1	-0.3	5
Cc1cc(NC(=O)COC(=O)C2CSC3(C)CCC(=O)N23)ccc1Br (stereo not drawn)	-3	0.1	1.9	-1	2	3	nt	-3.4	0
CCOc1ccc2nc(N3CCCN(C(=O)Nc4ccccc4C)CC3)c(C#N)cc2c1	11	-4.3	11	12	-4	-9	0.4	-0.8	2
Cc1cc(=O)[nH]c(NN)n1	9	-2.4	-1.8	1	-3	-17	-4.4	-0.8	2
CCCCCc1nc(-c2nonc2N)no1	4	1.2	-2.6	6	-22	-5	0.3	-0.6	-1
CC(Cc1cccnc1)NC(=O)CCc1nnc(-c2ccccc2)o1 (stereo not drawn)	-5	2.3	-0.7	3	3	-9	-2.0	1.8	3
CCn1c(C)nc2cc(C(=O)NNC(=S)Nc3ccc(C)cc3)ccc21	14	-0.5	0.3	0	-3	6	-2.5	-1.5	-4
CC(Sc1nncs1)C(=O)Nc1ccc2c(c1)OCO2 (stereo not drawn)	8	nt	0.8	3	-3	-10	-0.1	1.0	10
C[C@@H](NC(=O)c1ncn(Cc2ccccc2)c1C(=O)N[C@H](C)c1ccccc1)c1ccccc1	5	-1.0	-0.4	-1	-1	-4	-6.6	-3.9	-2
O=C(/C=C/c1cccc([N+](=O)[O-])c1)Nc1cc(C(=O)O)cc(C(=O)O)c1	-6	0.6	-0.4	-1	0	-3	-4.1	6.1	-51
CC(=O)NC1=NN(C(C)=O)C(c2ccccn2)S1 (stereo not drawn)	1	nt	0.4	2	3	-3	-0.7	-0.8	9
COc1cc(C(=O)OCC(=O)N2CCCC2)cc(OC)c1OC	1	1.3	-1.0	2	-2	-18	-0.5	-0.4	5
Cc1ccc2[nH]c(-c3ccccc3)c(CN3CCCC3)c(=O)c2c1	9	-0.8	-1.0	1	-4	7	-2.0	1.5	-5
Cc1ccc(F)cc1NC(=O)CN1CCN(Cc2ccccc2)CC1	-7	nt	-2.3	-4	-14	-13	-0.8	-0.3	3
CC(CCc1ccco1)NC(=O)CSc1cc(=O)n(C)c2ccccc12 (stereo not drawn)	7	0.2	0.1	1	4	4	-1.6	-0.3	-7
COc1ccc(CN(C)C(=O)CNC(=O)c2sc3ccccc3c2Cl)c(OC)c1OC	-1	-1.9	-0.5	0	-5	-7	-1.5	nt	2
C[C@H](CO)N1C[C@H](C)[C@H](CN(C)C(=O)c2ccccc2)OCc2ccccc2-c2c(n(C)c3ccccc23)C1=O	5	2.6	0.1	2	4	9	-1.3	nt	7
CSc1nc2ccccc2cc1/C=C(\C#N)c1cccc(Cl)c1	0	-0.3	2.5	4	9	4	-0.9	-0.3	5
Cc1ccc(S(=O)(=O)Cc2csc(N)n2)cc1	-7	0.7	0.0	-5	3	-16	-1.4	-2.4	-4
COc1ccc(-c2c(C)nn3c(N)c(C#N)cnc23)cc1OC	11	nt	0.0	-1	-5	16	0.0	-0.4	0
CC(Sc1nnc(-c2cccs2)n1Cc1ccccc1)C(=O)NCc1ccc2c(c1)OCO2 (stereo not drawn)	6	nt	-0.5	1	1	-9	-1.6	-5.9	-4

Pulled one by one from above:
SMILES	GDH-TPI counter	BioA inh	BoNT-A LC inh2	Mtb FBA inh	BoNT-F LC inh	CCHFV vOTU inh	FadD28 binding	UGM FP inh	PrPC surface inh
CCOc1ccc2nc(N3CCCN(C(=O)Nc4ccccc4C)CC3)c(C#N)cc2c1	11	-4.3	11	12	-4	-9	0.4	-0.8	2
Cc1ccc(F)cc1NC(=O)CN1CCN(Cc2ccccc2)CC1	-7	nt	-2.3	-4	-14	-13	-0.8	-0.3	3

(list continues)
SMILES	GDH-TPI counter	BioA inh	BoNT-A LC inh2	Mtb FBA inh	BoNT-F LC inh	CCHFV vOTU inh	FadD28 binding	UGM FP inh	PrPC surface inh
CC1(C2CC2)NC(=O)N(CC(=O)Nc2ccc(F)cc2F)C1=O (stereo not drawn)	2	1.0	-3.2	0	-8	-4	nt	-1.3	2
O=C(CCCC(=O)NNC(=O)Nc1ccccc1)NNC(=O)Nc1ccccc1	1	nt	-1.7	1	1	1	-0.5	5.8	5
CCOC(=O)c1sc(NC(=S)NC(=O)C2CCCC2)cc1C	3	nt	-0.6	4	-21	-10	-0.2	2.3	26*
O=C(NNc1ncnc2c1cnn2-c1ccc(F)cc1)c1ccco1	-5	-1.3	-0.3	-2	3	-10	-5.5	-1.2	7
Cc1nn(-c2ccccc2)c2sc(C(=O)NC3CC3)cc12	13	1.7	?	9	2	-5	-1.0	-2.2	1
O=C(O)c1cccc(Nc2cc(Cl)c3nonc3c2[N+](=O)[O-])c1	2	nt	-1.6	-18	-5	13	-0.8	1.9	-22
CC1(C)CC(c2nc(-c3ccc([N+](=O)[O-])cc3)cs2)CCO1 (stereo not drawn)	6	10	0.0	-1	0	4	-2.7	-4.2	-25
C=CCn1c(COc2ccc(Cl)cc2)nnc1SCc1ccc(C#N)cc1	6	-0.1	0.2	1	0	6	-6.1	0.0	-2
O=c1[nH]c2ccccc2cc1CN(CC1CCCO1)S(=O)(=O)c1ccccc1 (stereo not drawn)	8	-0.1	-0.9	0	-1	-15	nt	-0.7	3
O=S(=O)(CCCc1ccccc1)c1ncn[nH]1	7	-0.6	-0.5	-3	-6	-2	-1.4	2.7	5
CC(=O)Nc1cccc(NC(=O)COc2ccccc2C)c1	-9	0.0	-0.9	3	-2	8	0.2	3.0	3
Cc1ccccc1C(=O)N1CCC(C(=O)Nc2ccc(S(=O)(=O)N3CCCCC3)cc2)CC1	-3	0.7	1.5	3	8	-11	-1.3	-3.3	3
CC(Sc1ccccc1)C(=O)NCC1COc2ccccc2O1 (stereo not drawn)	-3	-0.7	0.5	3	-2	1	0.8	-3.3	0
CCCS(=O)(=O)NC(=O)C1(C)CCN(C(=O)c2ccc(C#N)cc2)C1 (stereo not drawn)	-4	1.1	-0.2	-1	-6	6	-2.7	nt	-4
COc1ccc(NC(=O)CSc2ncccc2C(=O)OC(C)C)cc1OC	7	-1.4	0.2	4	-12	4	1.5	-3.5	12
COCCN(C(=O)COC(=O)Cc1cccc(OC)c1)c1c(N)n(Cc2ccccc2)c(=O)[nH]c1=O	-10	-0.1	-2.5	1	5	-6	-0.8	0.0	4
COC(=O)c1c(NC(=O)C2COc3ccccc3O2)sc2c1CCN(C(C)=O)C2 (stereo not drawn)	3	nt	0.1	5	-6	-4	-4.3	1.2	5
Cc1ccc(S(=O)(=O)N2CCN(C(=O)Cc3ccc(S(=O)(=O)N4CCOCC4)s3)CC2)cc1	-4	0.0	1.6	-3	-3	-1	-1.0	-0.6	3
CNC(=S)N(CCc1ccc(S(N)(=O)=O)cc1)C1CC(=O)N(c2ccccc2F)C1=O (stereo not drawn)	5	1.3	0.1	1	-7	-2	-1.3	2.4	-3
COCCN(CCOC)S(=O)(=O)c1ccc(NC(=O)c2cnccn2)cc1	9	8.0	-3.5	-2	5	-1	-1.1	0.3	-5
Cc1ccnc(N2CCC(C(=O)NNC(=O)c3ccccc3)CC2)n1	-1	-1.2	-0.2	8	4	-3	-3.3	-0.6	3
COc1ccc(N2CCN(C(=O)COCC(=O)O)CC2)cc1	-5	-0.1	-1.2	1	0	-7	1.2	0.7	4
Cn1c(=O)c2c(nc(SCCN3CCCCC3)n2Cc2ccc(Cl)cc2)n(C)c1=O	-3	2.5	0.1	44*	-6	0	-2.9	-2.3	-4
Cc1ccc(NC(=O)Cn2cc(C(=O)C3CC3)c3ccccc32)cc1	-4	nt	-1.0	-5	-1	4	nt	-0.6	-7
O=C(c1cccc(C(F)(F)F)c1)C1CCCN(C(=O)CCn2cnnn2)C1 (stereo not drawn)	-2	1.6	-0.7	2	-1	-10	-2.3	-2.0	-1

Among those listed so far, three contain a nitro group on carbon.
SMILES	GDH-TPI counter	BioA inh	BoNT-A LC inh2	Mtb FBA inh	BoNT-F LC inh	CCHFV vOTU inh	FadD28 binding	UGM FP inh	PrPC surface inh
O=C(/C=C/c1cccc([N+](=O)[O-])c1)Nc1cc(C(=O)O)cc(C(=O)O)c1	-6	0.6	-0.4	-1	0	-3	-4.1	6.1	-51
O=C(O)c1cccc(Nc2cc(Cl)c3nonc3c2[N+](=O)[O-])c1	2	nt	-1.6	-18	-5	13	-0.8	1.9	-22
CC1(C)CC(c2nc(-c3ccc([N+](=O)[O-])cc3)cs2)CCO1 (stereo not drawn)	6	10	0.0	-1	0	4	-2.7	-4.2	-25

(listing goes on)
SMILES	GDH-TPI counter	BioA inh	BoNT-A LC inh2	Mtb FBA inh	BoNT-F LC inh	CCHFV vOTU inh	FadD28 binding	UGM FP inh	PrPC surface inh
O=C(CN1C(=O)CCS(=O)(=O)c2ccccc21)Nc1cccc(Cl)c1	2	-0.5	-0.4	2	-5	-4	-4.1	1.4	-1
O=C(O)c1cc2c(ccc3ccccc32)[nH]1	7	-0.2	-0.3	7	-9	15	1.3	1.2	7
COc1cc(C2C(=O)c3ccccc3C2=O)ccc1O	14	0.3	-4.0	-2	-45	-2	-1.7	-1.3	-2
CC1=C(C#N)C(=O)NC(=O)/C1=C\c1ccc(-c2cc(C)c(C)cc2[N+](=O)[O-])o1	14	3.0	0.0	-5	-3	21	15*	nt	0
COc1ccc(CCNC(=O)CCCn2nc(C)n3ccnc3c2=O)cc1OC	3	-0.4	0.3	-2	0	4	-0.2	2.9	2
CCC(c1nnc(SCC(=O)Nc2cc(C)on2)o1)N(C)C (stereo not drawn)	3	-0.9	-0.5	-3	4	28	-1.6	0.7	1
CC(=O)Nc1ccc(NC(=O)[C@@H](NC(=O)c2ccccc2F)C(C)C)cc1	16	-0.8	-1.2	9	-5	-9	1.4	1.8	-3
CCC(=O)Nc1nc2ccc3nc(C)sc3c2s1	-22	0.4	-0.4	1	1	2	0.6	-1.5	-3
CCCN1CCC(NC(=O)CC2C(=O)NCCN2Cc2ccccc2C)CC1 (stereo not drawn)	11	-1.7	0.4	2	-6	-1	-1.4	-1.0	-5
Cc1ccccc1Nc1c(-c2ccncc2)nc2ccc(Cl)cn12	23	nt	0.5	10	-7	1	-1.2	-2.9	12
COc1ccccc1NS(=O)(=O)c1cccc(C(=O)NC2CCN(Cc3ccccc3)CC2)c1	4	-2.9	-7.5	-2	1	nt	0.1	-0.7	nt
Cc1cc(N(C)C)nc(Nc2ccccc2)n1	3	0.0	3.9	0	-5	5	-0.6	0.6	7
O=C(NNS(=O)(=O)c1ccccc1)c1cnn(-c2ccccc2)c1-n1cccc1	-9	nt	0.0	-1	6	19	-4.2	0.7	3
CC(C)(C)c1cc(NS(=O)(=O)c2ccc(Br)s2)no1	4	-1.0	4.6	2	18	6	-0.6	0.4	8
O=C1CN(c2nc3nonc3nc2N2CCCCC2)CCN1	35*	nt	-0.5	-3	-5	1	-2.0	1.3	-7
COc1ccc(NC(=O)CSc2nnc3ccc(-c4ccncc4)nn23)cc1OC	4	0.5	0.1	-1	-9	-12	-3.4	1.1	-31
COCCn1c(-c2cccs2)csc1=Nc1cccnc1	-7	nt	4.7	2	-1	15	-4.6	1.7	4
Cc1cc(NC(=O)CSCC(=O)Nc2ccccc2OC(F)F)no1	-11	nt	1.1	0	-6	0	-4.0	0.5	0
COc1ccc(NC(=O)OC(C)C)cc1	7	nt	0.1	4	-6	4	-4.5	0.2	6
CCOC(=O)c1c(C)[nH]c(C(=O)OCC(=O)NCc2ccc(F)cc2)c1C	1	0.4	2.1	-2	6	19	-2.1	-0.6	1
